Screening data: PubChem, several laboratories
SKN-1 block: suppressors of acrylamide-induced Pgst-4::GFP reporter in worms, primary screen, SKN-1 inhibitor project, whole organism, uHTS, GFP/RFP fluorescence ratio, strain VP596; inhibition, % at 21.8 µM; C. elegans VP596 Pgst-4::GFP/RFP ratio, 24 h; hit rate 0.49% among 360,000; AID 624304, 2012;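 active means interference check ratio from 0.5 to 1.5 plus GFP to RFP signal ratio inhibition reaching or exceeding a fixed threshold, cut at about 30% in these data, passing the limit was not always enough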; further: some compounds called inactive have numbers as strong as hits
STEP inh: STEP phosphatase inhibitors, primary screen, biochemical, fluorescence intensity, uHTS; Tyrosine-protein phosphatase non-receptor type 5 (Homo sapiens), P54829; recombinant STEP, OMFP fluorogenic substrate; inhibition, % at 20 µM; hit rate 0.25% among 360,000; AID 588621, 2011;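 active means inhibition at 20 µM, scaled per plate between control wells, above about 37%, limit read from the data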;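 further: 0% = DMSO with enzyme and substrate and 100% = substrate only without enzyme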
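Assay system: isolated STEP enzyme. Buffer or medium: pH 6.0 Bis-Tris with DTT and Tween 20. Also added: fluorogenic phosphatase substrate OMFP at 25 µM final. Dosing: 20 µM, 1% DMSO. Timing: 20 min reaction, room temperature, in the dark. Measured by: fluorescence intensity, excitation 480 nm, emission 540 nm. Evaluation: normalized % inhibition.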
SUMO1 PPI mod: modulators of SUMO1 protein-protein interactions, primary screen, biochemical, uHTS | inhibition, % at 20 µM | Small ubiquitin-related modifier 1 (Homo sapiens), P63165 | SUMO1 binding to a labelled peptide, TR-FRET, 1 h | hit rate 0.33% among 360,000; in the data active means inhibition above about 37%
Target sequence (P63165 whole entry, looked up): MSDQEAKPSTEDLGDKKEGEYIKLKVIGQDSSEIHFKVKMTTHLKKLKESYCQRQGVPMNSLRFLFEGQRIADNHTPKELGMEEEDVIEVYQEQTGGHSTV
Neddyl block: inhibitors of cullin neddylation, primary screen, biochemical, TR-FRET, uHTS, NAE and Ubc12 | NEDD8-conjugating enzyme Ubc12 (Homo sapiens) + NEDD8-activating enzyme E1 regulatory … | calls only at 25 µM | hit rate 0.58% among 360,000 | AID 651699, 2012; in the data active means inhibition above about 36%
Target sequence (P61081 whole entry, looked up): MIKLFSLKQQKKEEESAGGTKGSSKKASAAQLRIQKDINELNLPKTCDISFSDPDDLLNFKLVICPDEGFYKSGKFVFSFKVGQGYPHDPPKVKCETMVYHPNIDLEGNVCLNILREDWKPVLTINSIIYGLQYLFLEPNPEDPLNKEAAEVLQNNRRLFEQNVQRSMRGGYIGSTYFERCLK
Target sequence (Q13564 whole entry, looked up): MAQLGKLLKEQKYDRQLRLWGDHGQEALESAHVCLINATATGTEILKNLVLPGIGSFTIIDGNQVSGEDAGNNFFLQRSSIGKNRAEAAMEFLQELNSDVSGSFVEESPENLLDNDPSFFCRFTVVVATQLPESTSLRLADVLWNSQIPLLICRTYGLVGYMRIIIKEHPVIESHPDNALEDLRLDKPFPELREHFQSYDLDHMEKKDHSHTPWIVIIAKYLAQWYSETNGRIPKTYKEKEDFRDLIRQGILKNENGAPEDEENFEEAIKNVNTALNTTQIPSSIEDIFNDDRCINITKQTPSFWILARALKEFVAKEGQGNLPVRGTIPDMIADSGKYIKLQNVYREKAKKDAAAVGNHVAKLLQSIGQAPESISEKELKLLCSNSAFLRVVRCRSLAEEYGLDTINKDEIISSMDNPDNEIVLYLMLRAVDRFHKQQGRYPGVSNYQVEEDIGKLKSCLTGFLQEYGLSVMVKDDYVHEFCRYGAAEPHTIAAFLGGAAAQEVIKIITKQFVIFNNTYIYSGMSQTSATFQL
Tb MetRS inh: T. brucei MetRS inhibitors, primary screen, biochemical, luminescence; methionyl-tRNA synthetase (Trypanosoma brucei brucei); inhibition, % at 11.9 µM; purified T. brucei MetRS, ATP depletion, Kinase-Glo luminescence; hit rate 0.4% among 360,000;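 active means inhibition above a per-plate cutoff of the control wells' mean inhibition plus 3 SD, cut at about 5.5% in these data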;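 further: 0% = DMSO wells median and 100% = median of wells with control inhibitor compound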
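Material: parasite MetRS enzyme / Replication: singlicate, one well per compound / Signal: luminescence of leftover ATP / Schedule: 2 h aminoacylation at 25 °C after 15 min preincubation / Medium: HEPES-MgCl2-KCl buffer plus DTT, spermine, BSA, pyrophosphatase / Doses: 11.9 µM single point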
DNMT1 inh: human DNMT1 methyltransferase inhibitors, primary screen, biochemical, molecular beacon, fluorescence, HinP1I cleavage, uHTS | DNA (cytosine-5)-methyltransferase 1 (Homo sapiens), P26358 | inhibition (reported as % activation of signal), % at 10 µM | hit rate 0.83% among 360,000 | AID 588458, 2011; in the data active means inhibition above about 50%
NRP1-CendR mod: modulators of CendR peptide binding to NRP-1, primary screen, biochemical, fluorescence polarization, uHTS; inhibition, % at 25 µM; FAM-RPARPAR peptide binding to NRP-1; hit rate 0.85% among 360,000;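 active means inhibition or corrected inhibition above about 18%, plus a signal ratio from 0.5 to 1.5, limit read from the data, passing the limit was not always enough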; further: strong numbers were not always called active
LMPTP inh: LMPTP phosphatase inhibitors, primary screen, biochemical, fluorescence intensity, uHTS; AID 651560, 2012; recombinant LMPTP-A, OMFP fluorogenic substrate; hit rate 0.22% among 360,000; inhibition, % at 20 µM; Low molecular weight phosphotyrosine protein phosphatase (Homo sapiens), P24666;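 active means compounds that cut the enzyme signal by at least half of the control window in the single-dose screen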;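 further: plate controls were DMSO wells with enzyme plus substrate for no effect and substrate without enzyme for full effect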
Target sequence (P24666 whole entry, looked up): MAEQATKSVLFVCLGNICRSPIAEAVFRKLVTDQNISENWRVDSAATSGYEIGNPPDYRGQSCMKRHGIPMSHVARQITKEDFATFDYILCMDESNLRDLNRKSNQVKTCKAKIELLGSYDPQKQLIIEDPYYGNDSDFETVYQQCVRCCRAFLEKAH
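Buffer or medium: Bis-Tris pH 6.0, DTT, detergent; Assay system: LMPTP-A enzyme; Quantity: 0.625 nM enzyme; Detection: endpoint fluorescence intensity; Times: 50 min dark incubation at room temperature; Controls: substrate-only low control, DMSO enzyme-plus-substrate high control; Doses: single 20 µM dose; Read-out: percent inhibition versus substrate-only and uninhibited controls; Reagent: 400 µM OMFP.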
Scp1 inh: Scp-1 phosphatase inhibitors, primary screen, biochemical, colorimetric, uHTS. Carboxy-terminal domain RNA polymerase II polypeptide A small phosphatase 1 (Homo …. Recombinant Scp1, phosphopeptide, malachite green phosphate absorbance. inhibition, % at 20 µM. hit rate 0.88% among 340,000;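 active means inhibition above about 50% at 20 µM, limit read from the data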;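 further: plate controls were DMSO wells with enzyme for no effect and wells lacking enzyme for full effect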
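Test system: SCP-1 phosphatase catalytic domain, residues 76-261; measured by: colorimetric phosphate reagent with accelerator and stabiliser, absorbance at 630 nm; timing: enzyme reaction 45 min at room temperature, colour 5 min, stabilisation 30 min; also added: Phosphorylated 17-residue peptide substrate; compound dosing: one concentration, 20 µM, with 1.0% DMSO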
NadD block: inhibitors of S. aureus NadD, primary screen, biochemical, colorimetric, uHTS; Nicotinate-nucleotide adenylyltransferase NadD (Staphylococcus aureus N315); purified NadD enzyme, colorimetric absorbance read-out; inhibition, % at 20 µM; hit rate 0.78% among 360,000; AID 602399, 2012; in the data active means inhibition above about 26%; further: some compounds past the cut are filed as inactive
Starred values were filed as active, the others as inactive; i = inactive; . = not tested or not shown; + = active, no number.

SMILES	SKN-1 block	STEP inh	SUMO1 PPI mod	Neddyl block	Tb MetRS inh	DNMT1 inh	NRP1-CendR mod	LMPTP inh	Scp1 inh	NadD block
COc1ccc(NC(=O)CN2c3cccc4cccc(c34)S2(=O)=O)c(OC)c1	12.9	8.6	-9.2	i	-0.4	-10.8	4.8	-0.2	-5.6	-6.8
O=C(O)c1ccccc1OC(C(=O)Nc1cc(Cl)cc(Cl)c1)c1ccccc1 (centres undefined)	5.9	1.2	1.1	.	-0.6	23.6	6.8	-0.3	-0.8	11.9
COc1ccc(/C=C2\CCC(C3CCCC3)C2=O)cc1OC (centres undefined)	10.3	2.8	-19.7	i	-0.8	-4.9	12.2	3.3	-18.6	-4.9
COc1ccc(N(CC(=O)NC2CCCCC2)C(=O)CCC(=O)Nc2nc(C)cs2)cc1	4.8	-1.6	-5.1	i	-0.5	-1.6	1.9	-0.1	-7.4	-8.5
NC(=O)COC(=O)c1ccc(S(=O)(=O)NCc2ccco2)cc1	-1.2	5.6	2.3	i	-0.4	28.9	4.4	0.8	63.3*	-1.4
Cc1ccc(/C=C(/C#N)C(=O)NC(=O)Oc2ccccc2)cc1	9.7	0.2	-14.7	i	-0.5	2.3	-10.1	-0.1	0.2	3.0
Nc1nc(SCC(=O)Nc2ccc(F)cc2)[nH]c(=O)c1NC(=O)c1ccc(F)c(F)c1	-8.1	-2.3	-0.9	i	0.2	2.1	-1.9	-1.2	-4.8	-3.1
CC1(C(=O)Nc2ccc3c(c2)OCCO3)CCN1C(=O)C/C=C/c1ccccc1 (centres undefined)	6.7	-1.0	-0.8	i	-0.4	-3.5	-16.9	0.2	.	-4.6
O=C(Cn1ccn(-c2ccc(F)c(Cl)c2)c(=O)c1=O)NCCc1ccccc1	0.2	0.5	-3.6	i	-0.5	-7.9	-6.1	1.5	-4.8	-3.0
O=C(CSc1nc2ccccc2s1)NNC(=S)Nc1ccccc1	4.7	-1.0	1.4	i	0.5	0.2	17.8	-0.1	-13.8	2.7
CC1CC(C)CN(c2ccc(C(=O)NCc3ccc4c(c3)OCO4)cc2[N+](=O)[O-])C1 (centres undefined)	1.4	4.8	-8.7	i	-1.0	-1.1	-10.8	2.6	-7.8	-3.8
Cc1ccc(NC(=O)c2ccccc2CCc2ccccc2)c(C)c1	12.3	1.5	1.0	i	-0.7	-0.4	19.1	1.1	0.5	1.1
FC(F)(F)Oc1ccccc1-c1nnc(-c2cccc(C(F)(F)F)c2)o1	18.6	4.3	3.4	i	-0.2	1.6	-0.4	4.5	-12.5	4.7
N#Cc1cccc(NC(=O)CN2CCN(Cc3ccccc3)CC2)c1	12.7	-2.6	1.1	i	-0.4	-1.6	-2.6	-2.0	-0.8	0.8
CC(C)c1ccc(NC(=O)CCCN2C(=S)NC(C)(C)CC2C)cc1 (centres undefined)	-34.2	-3.0	0.5	i	-1.6	-2.2	-5.5	-1.2	6.1	3.6
CCOc1ccccc1/C=C\c1nc(O)c([N+](=O)[O-])c(=O)[nH]1	-6.0	1.2	-17.5	i	0.5	2.4	-2.2	-0.3	-10.0	-0.6
CC(NC(=S)Nc1ccc(Cl)cc1Cl)C(c1cccs1)N1CCCC1 (centres undefined)	8.2	-1.4	-0.8	i	4.1	-1.8	-0.6	-0.9	-0.8	6.5
Cc1nn(C)c(Sc2ccccn2)c1[N+](=O)[O-]	-19.9	0.0	-4.2	i	-1.1	8.1	4.0	0.4	2.7	-3.1
Cc1c(NC(=O)CCc2ccccc2)cccc1[N+](=O)[O-]	0.9	1.3	-0.4	i	-0.2	-1.3	12.1	-0.5	-3.1	2.0
Cc1ccc(NS(=O)(=O)c2ccc(NC(=O)c3ccc(Br)o3)cc2)c(C)c1	4.0	-0.1	8.2	i	-0.5	-11.0	11.8	0.8	-13.1	4.2
CCOc1ccc(NC(=O)CSc2nnc(-c3ccccc3Cl)n2Cc2ccco2)cc1	7.4	2.8	-0.7	i	-1.4	-6.9	-11.2	1.7	-7.0	-2.3
COc1ccc(Cn2c(=O)[nH]c3cc(C(=O)N4CCN(Cc5ccccc5)CC4)ccc3c2=O)cc1	5.7	1.3	-5.4	i	0.1	-8.7	-1.9	-0.1	-17.3	1.7
O=C1NC(=S)SC1=Cc1ccc(F)cc1	0.3	1.0	-5.4	i	0.4	1.0	-12.9	-0.2	-2.7	4.7
COc1ccccc1-n1c(SCC(=O)NCc2ccc3c(c2)OCO3)nc2cc([N+](=O)[O-])ccc21	9.0	0.7	-3.5	i	0.1	89.8*	4.6	4.3	-1.0	7.6
O=C(CCS(=O)(=O)c1cccc2nonc12)N1CCOCC1	26.3	-1.9	-23.1	i	-0.8	2.8	2.5	-0.6	-6.0	-1.2
Cc1nnc(C)n1/N=C/c1c(O)ccc2ccccc12	11.8	1.2	-10.3	i	-0.3	-6.2	-2.9	-1.2	-10.4	-5.0
COc1cccc(/C=C/C(=O)OCC(=O)Nc2nnc(-c3ccccc3)o2)c1	-4.0	4.8	-1.2	+	-0.2	-1.5	-15.8	1.6	-8.9	6.9
CC1CCN(C(=S)c2ccc(O)cc2)CC1	7.4	2.6	8.6	i	-1.1	0.9	-6.5	-0.3	-1.8	11.9
CN(C)CCN1CCN(C2CN(Cc3cn(Cc4cccc(C(F)(F)F)c4)nn3)S(=O)(=O)C2)CC1 (centres undefined)	9.7	.	-23.4	i	-0.3	.	9.1	-6.1	.	-8.0
O=S(=O)(Nc1nc2ccc(S(=O)(=O)N3CCCCC3)cc2s1)c1ccccc1	5.5	3.5	5.3	i	-0.1	-3.8	-7.3	0.9	-4.3	1.6
COc1ccc2ccccc2c1/C=N/Nc1ccc(Cl)c(C(=O)O)c1	13.0	0.5	5.7	i	-0.5	-1.4	-5.4	0.1	3.1	3.9
Cc1ccc(C(=O)NC2CCCc3ccccc32)o1 (centres undefined)	-10.1	-0.1	-1.7	i	0.6	1.3	-19.4	0.1	-7.0	3.8
Cc1ccc(CNC(=O)c2ccc(N3CCC4(CC3)CC(c3cccc(Br)c3)=NO4)c(NC(=O)c3ccccc3)c2)cc1	-18.3	0.6	2.4	i	-0.1	0.9	-1.8	2.5	-0.5	23.5
COCCN1C(=O)C(=O)/C(=C(/O)c2cccc(OC)c2)C1c1ccncc1 (centres undefined)	1.7	1.2	-3.6	i	-0.9	3.6	12.5	-1.2	-4.8	0.4
CCOc1ccc(OCC)c(NC(=O)CCn2cccc2)c1	-2.6	5.5	-2.8	i	0.3	0.0	-10.8	-1.1	-0.4	4.7
N#CC(C#N)=c1ccc2c(c1)N1C(c3ccccc3)=CC(c3ccccc3)C3CCCCC31N=2 (centres undefined)	0.5	1.9	3.7	i	-1.0	-0.3	1.2	0.2	-18.2	6.2
CCn1c(SCC(=O)Nc2cc(C)on2)nnc1-c1cccs1	-24.1	-0.5	1.8	i	-0.5	3.0	1.0	0.4	0.5	6.4
CCc1cc(CNC(=O)CC2C(=O)NCCN2Cc2ccc(-c3ccccc3)cc2)on1 (centres undefined)	2.2	3.7	3.7	i	0.0	-13.1	-7.7	-0.2	-9.6	9.1
O=C(NCc1cccc2ccccc12)Nc1ccccc1	13.8	-0.9	-1.3	i	0.0	4.1	12.1	-0.2	-1.1	0.5
Cc1ccc(Nc2nc(N3CCOCC3)c3ccccc3n2)cc1	3.9	4.8	-0.3	.	1.3	-3.9	5.7	12.4	-15.4	-11.2
CSC1=NCCN1C(=O)c1cccs1	10.1	3.5	1.1	i	0.5	-2.3	-1.8	-0.8	-6.5	0.9
COc1ccc(-c2noc(CCC(=O)N3CCN(c4ccc(Cl)cc4)CC3)n2)cc1	-0.6	-0.4	-4.0	i	-0.2	1.0	18.7	-2.0	1.3	5.7
COCCC(=O)N1CCC(Oc2ccc(C(=O)NCc3cc(C)n(C)n3)cc2)CC1	6.8	-3.0	1.4	i	-0.1	2.5	8.0	-1.2	-0.3	-5.9
CC(=O)C1=C(O)C(=O)N(Cc2cccnc2)C1c1ccc(Cl)cc1Cl (centres undefined)	-1.3	3.2	0.3	i	-1.1	10.4	-10.2	-1.6	4.5	3.7
Cc1ccc(NS(=O)(=O)c2ccc(NC(=O)N3CCCCC3)cc2)cc1	-13.8	0.4	-0.3	i	-0.2	-0.7	2.7	0.6	-2.4	-2.6
CC(Oc1ccc2c(-c3ccccc3)cc(=O)oc2c1)C(=O)NCCCn1ccnc1 (centres undefined)	4.3	-3.6	-21.2	i	1.2	2.4	0.8	-0.3	4.1	6.3
NC(=O)c1ccccc1NC(=O)COC(=O)C1(c2ccccc2)CC1	2.0	-0.6	-2.7	i	-0.7	2.3	16.1	-0.5	2.2	-6.1
Cc1ccc2c(c1)nnn2C1CCN(C(=O)Nc2ccccc2C)CC1	8.7	1.3	-1.1	i	-0.4	-2.2	5.4	-0.8	-7.0	3.2
COCc1c(C(=O)OCc2nc3ccsc3c(=O)[nH]2)oc2ccccc12	20.7	2.3	4.5	i	-0.2	0.8	1.9	-1.1	-3.4	0.4
COCCOC(=O)c1c(C)oc2ccc(O)c(CN3CCC(C)CC3)c12 (tested in a mixture with another compound)	1.9	1.6	-8.7	i	0.4	1.8	15.0	-1.1	-3.8	-5.0

Rows are unselected; about 4.6% have a hit in one of these screens.
